High-throughput results (PubChem BioAssay)
Pf apPOL block = Pf-apPOL inhibitors, biochemical, fluorescence | Plasmodium falciparum apicoplast DNA polymerase (apPOL) | Recombinant Pf-apPOL, molecular beacon fluorescence, 1.5 h | inhibition, % at 10 µM | 210,000 tested, 0.25% active | AID 1794808, 2022
mHTT-CaM PPI inh = mutant huntingtin-calmodulin interaction inhibitors – biochemical, AlphaScreen, primary screen; P42858; AlphaScreen His-mHTT/GST-CaM binding, luminescence; inhibition, % at 15 µM; 190,000 tested, 3.6% active; AID 1671202, 2021;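 note: 0% = both proteins with DMSO and 100% = one protein alone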
An asterisk follows results filed as active; x = no result given; & = joins results of further samples. Cut-off read from the data, not from the text of the source: active = inhibition above about 50%; inactive = the rest.

COc1ccc2c(=O)c3c(oc2c1)C(=O)N(CCN(C)C)C3c1cccc([N+](=O)[O-])c1 (centres undefined)
  Pf apPOL block: -10.1
  mHTT-CaM PPI inh: 4.6

O=C(c1ccc(Sc2ncccn2)c([N+](=O)[O-])c1)N1CCOCC1
  Pf apPOL block: -5.9
  mHTT-CaM PPI inh: 1.0

Cc1ccc(N2CCC(NC(=O)Cc3cccc(F)c3)C2=O)cc1 (centres undefined)
  Pf apPOL block: -2.3
  mHTT-CaM PPI inh: -7.4

COc1ccc(NC(=O)c2cccnc2-c2cccs2)cc1
  Pf apPOL block: -2.0
  mHTT-CaM PPI inh: -1.0

Cc1ccc(NC(=O)c2cc3c(s2)CN(C2CC2)C3)cc1
  Pf apPOL block: -12.5
  mHTT-CaM PPI inh: 3.5

CSc1ccc(Cl)c(C(=O)N2CCc3c(c(-c4nc(C)no4)nn3C)C2)c1
  Pf apPOL block: -3.1
  mHTT-CaM PPI inh: -7.2

Cn1nc(-c2nc(Cc3ccccc3)no2)c2c1CCN(S(C)(=O)=O)C2
  Pf apPOL block: -1.7
  mHTT-CaM PPI inh: 3.4

CC1CN(C(=O)C2(c3ccccc3)CC2)CC1c1nc(-c2cccnc2)no1 (centres undefined)
  Pf apPOL block: -5.7
  mHTT-CaM PPI inh: 29.4

Cc1cc(NC(=O)CSc2nnc(NC(=O)c3snnc3C)s2)no1
  Pf apPOL block: -6.2
  mHTT-CaM PPI inh: -7.8

Cc1cc(=O)oc2c1c(C)nn2-c1cccc(C(=O)O)c1
  Pf apPOL block: -2.7
  mHTT-CaM PPI inh: 7.0

O=C1Nc2ccc(F)cc2/C1=C/c1ccc(F)cc1
  Pf apPOL block: -0.4
  mHTT-CaM PPI inh: 17.0

CCC(=O)Nc1c2c(nn1-c1ccccc1C)CSC2
  Pf apPOL block: 4.1
  mHTT-CaM PPI inh: 2.0

Cc1ccc(C)c(NC(=O)Cn2ccc3sc(C)cc3c2=O)c1
  Pf apPOL block: -0.8
  mHTT-CaM PPI inh: -1.2

O=c1c(CN2CCN(c3ccccn3)CC2)coc2ccccc12
  Pf apPOL block: -9.8
  mHTT-CaM PPI inh: -1.2

CC1Cc2nc(SCC(=O)c3ccc(Cl)cc3)n(Cc3ccccc3)c(=O)c2S1 (centres undefined)
  Pf apPOL block: 7.0
  mHTT-CaM PPI inh: 19.0

C(=Nc1ccc2c(c1)OCCOCCOCCO2)c1c[nH]c2ccccc12
  Pf apPOL block: -10.4
  mHTT-CaM PPI inh: -5.0

CN(Cc1ccccc1)Cc1c(O)ccc2c1OC(=Cc1ccco1)C2=O
  Pf apPOL block: 3.7
  mHTT-CaM PPI inh: 22.1

CCCCN(C)CCNC(=O)CN1C(=O)/C(=C/c2cccc(Cl)c2)Sc2ccccc21
  Pf apPOL block: -15.3
  mHTT-CaM PPI inh: 19.0

Cc1nc(C(=O)N2CCN(C3CCCCC3)CC2)c(C)o1
  Pf apPOL block: -4.1
  mHTT-CaM PPI inh: 0.7

Cc1cc(C2C(C#N)=C(N)N(c3ccccc3)C3=C2C(=O)CCC3)c(C)s1 (centres undefined)
  Pf apPOL block: -1.9
  mHTT-CaM PPI inh: 24.0

Cc1ccc(CNC(=O)N2CC(C)C(c3nc(-c4ccccc4)no3)C2)cc1 (centres undefined)
  Pf apPOL block: -1.7
  mHTT-CaM PPI inh: -0.6

Cc1ccccc1OCC(=O)N1CCN(c2ccccc2F)CC1
  Pf apPOL block: -7.2
  mHTT-CaM PPI inh: -3.1

Cc1cc(S(=O)(=O)N2CC=C(c3cn(C)c4ncccc34)CC2)ccc1F
  Pf apPOL block: -7.0
  mHTT-CaM PPI inh: -0.3

O=C(CCC1CCN(c2cc(NC3CC3)ncn2)CC1)NCc1ccccn1
  Pf apPOL block: 4.6
  mHTT-CaM PPI inh: 6.4

COc1ccccc1-n1nnc(C(=O)Nc2ccc(F)cc2)c1N
  Pf apPOL block: -4.9
  mHTT-CaM PPI inh: -5.0

COc1ccccc1NC(=O)Nc1nnc(CC(=O)NCc2ccccc2)s1
  Pf apPOL block: -1.4
  mHTT-CaM PPI inh: -1.7

O=C(NCc1cccnc1)c1ccccc1C(=O)Nc1sc2ccccc2c1Cl
  Pf apPOL block: -1.0
  mHTT-CaM PPI inh: x

COC(=O)C1CC(C(=O)OC)CC(C(=O)OC)C1 (centres undefined)
  Pf apPOL block: x
  mHTT-CaM PPI inh: -9.4

O=C(Nc1ccc(-c2nc3ncccc3o2)cc1)c1ccc(F)cc1
  Pf apPOL block: -2.8
  mHTT-CaM PPI inh: 1.0

O=C(Nc1ccc(Cl)c(Cl)c1)c1cnn2c(C(F)(F)F)cc(-c3ccco3)nc12
  Pf apPOL block: -1.5
  mHTT-CaM PPI inh: 5.0

Of the compounds above, these contain a halogen:
Cc1ccc(N2CCC(NC(=O)Cc3cccc(F)c3)C2=O)cc1 (centres undefined)
  Pf apPOL block: -2.3
  mHTT-CaM PPI inh: -7.4

CSc1ccc(Cl)c(C(=O)N2CCc3c(c(-c4nc(C)no4)nn3C)C2)c1
  Pf apPOL block: -3.1
  mHTT-CaM PPI inh: -7.2

O=C1Nc2ccc(F)cc2/C1=C/c1ccc(F)cc1
  Pf apPOL block: -0.4
  mHTT-CaM PPI inh: 17.0

CC1Cc2nc(SCC(=O)c3ccc(Cl)cc3)n(Cc3ccccc3)c(=O)c2S1 (centres undefined)
  Pf apPOL block: 7.0
  mHTT-CaM PPI inh: 19.0

CCCCN(C)CCNC(=O)CN1C(=O)/C(=C/c2cccc(Cl)c2)Sc2ccccc21
  Pf apPOL block: -15.3
  mHTT-CaM PPI inh: 19.0

Cc1ccccc1OCC(=O)N1CCN(c2ccccc2F)CC1
  Pf apPOL block: -7.2
  mHTT-CaM PPI inh: -3.1

Cc1cc(S(=O)(=O)N2CC=C(c3cn(C)c4ncccc34)CC2)ccc1F
  Pf apPOL block: -7.0
  mHTT-CaM PPI inh: -0.3

COc1ccccc1-n1nnc(C(=O)Nc2ccc(F)cc2)c1N
  Pf apPOL block: -4.9
  mHTT-CaM PPI inh: -5.0

O=C(NCc1cccnc1)c1ccccc1C(=O)Nc1sc2ccccc2c1Cl
  Pf apPOL block: -1.0
  mHTT-CaM PPI inh: x

O=C(Nc1ccc(-c2nc3ncccc3o2)cc1)c1ccc(F)cc1
  Pf apPOL block: -2.8
  mHTT-CaM PPI inh: 1.0

O=C(Nc1ccc(Cl)c(Cl)c1)c1cnn2c(C(F)(F)F)cc(-c3ccco3)nc12
  Pf apPOL block: -1.5
  mHTT-CaM PPI inh: 5.0

(listing goes on)
CCCn1c(C2CCN(C(=O)C3CCCC3)C2)nc2cccnc21 (centres undefined)
  Pf apPOL block: -4.0
  mHTT-CaM PPI inh: -3.7

O=c1c2scc(-c3ccc(F)cc3)c2ncn1Cc1ccccc1
  Pf apPOL block: 0.4
  mHTT-CaM PPI inh: -10.5

COc1ccc(C(=O)N2CCOCC2)c(OC)c1
  Pf apPOL block: 15.2
  mHTT-CaM PPI inh: 1.7

O=C(c1cnn2cccnc12)N1CCc2[nH]nc(-c3ccccc3)c2C1
  Pf apPOL block: -7.2
  mHTT-CaM PPI inh: 37.1

COc1ccc(CSc2nnc(SCc3ccc(OC)cc3)s2)cc1
  Pf apPOL block: -1.4
  mHTT-CaM PPI inh: -0.9

CCOC(=O)N1CCC(NC(=O)C(=O)Nc2ccc(OC)c(Cl)c2)CC1
  Pf apPOL block: -4.5
  mHTT-CaM PPI inh: -8.0

Cc1ccc(N=Cc2c(O)cc(C)oc2=O)cc1
  Pf apPOL block: -5.9
  mHTT-CaM PPI inh: -3.1

COc1ccc(-c2cc(C(F)(F)F)n3ncc(C(=O)NCc4cccs4)c3n2)cc1OC
  Pf apPOL block: 12.3
  mHTT-CaM PPI inh: 2.0

Cc1cccc(CNC(=O)c2cn3cc(C)ccc3n2)c1
  Pf apPOL block: 0.3
  mHTT-CaM PPI inh: 1.6

CC(=O)NC1C(Oc2cccc3ccccc23)OC2COC(C)(C)OC2C1O (centres undefined)
  Pf apPOL block: -12.3
  mHTT-CaM PPI inh: -0.3

Some values from above.
Result for `CC1CN(C(=O)C2(c3ccccc3)CC2)CC1c1nc(-c2cccnc2)no1` (centres undefined) under Pf apPOL block: -5.7
Result for `O=c1c2scc(-c3ccc(F)cc3)c2ncn1Cc1ccccc1` under Pf apPOL block: 0.4
Result for `CCCn1c(C2CCN(C(=O)C3CCCC3)C2)nc2cccnc21` (centres undefined) under Pf apPOL block: -4.0
Result for `O=C(c1ccc(Sc2ncccn2)c([N+](=O)[O-])c1)N1CCOCC1` under Pf apPOL block: -5.9
Result for `Cc1ccccc1OCC(=O)N1CCN(c2ccccc2F)CC1` under Pf apPOL block: -7.2
Result for `CC(=O)NC1C(Oc2cccc3ccccc23)OC2COC(C)(C)OC2C1O` (centres undefined) under Pf apPOL block: -12.3
Result for `CCCCN(C)CCNC(=O)CN1C(=O)/C(=C/c2cccc(Cl)c2)Sc2ccccc21` under Pf apPOL block: -15.3

More entries:
CCc1c(C)c(C#N)c2nc3ccccc3n2c1Nc1ccncc1
  Pf apPOL block: -7.7
  mHTT-CaM PPI inh: -2.0

Cc1ccc(COCc2nn(C)c3c2CN(C(=O)Nc2ccccc2F)CC3)cc1
  Pf apPOL block: 1.0
  mHTT-CaM PPI inh: 11.6

COc1ccc(C(=O)N2CCN(c3ccc(C(C)C)cc3)C(=O)C2C)cc1 (centres undefined)
  Pf apPOL block: -5.9
  mHTT-CaM PPI inh: -3.2

Oc1c(C=Nc2ccc(Br)cc2)sc2ccccc12
  Pf apPOL block: 3.5
  mHTT-CaM PPI inh: 1.0

Clc1ccc(-c2nc3ccccc3c3nncn23)c(Cl)c1
  Pf apPOL block: 8.6
  mHTT-CaM PPI inh: 7.0

O=C1CCC(C(=O)N(Cc2ccco2)C2(C(=O)NC3CCCC3)CCCCC2)N1 (centres undefined)
  Pf apPOL block: 12.2
  mHTT-CaM PPI inh: 2.0

CCn1c(SC)nnc1-c1nn(C)c2c1CN(C(=O)c1cccc(N(C)C)c1)CC2
  Pf apPOL block: -1.2
  mHTT-CaM PPI inh: 21.9

O=C(NNc1nc(-c2ccccc2)c2cc(Br)ccc2n1)C12CC3CC(CC(C3)C1)C2
  Pf apPOL block: -4.9
  mHTT-CaM PPI inh: 2.5

COc1ccc(C(=O)N2CCC(C(=O)NC3CCCCC3)CC2)cc1
  Pf apPOL block: -10.9
  mHTT-CaM PPI inh: 4.6

O=C(Nc1ccc2c(c1)OCO2)N1CC2CC(NS(=O)(=O)c3ccccc3)C1C2 (centres undefined)
  Pf apPOL block: -5.4
  mHTT-CaM PPI inh: 7.6

Reformatted as a markdown table: 2 of the compounds above.
| SMILES | Pf apPOL block | mHTT-CaM PPI inh |
| --- | --- | --- |
| COc1ccc(C(=O)N2CCC(C(=O)NC3CCCCC3)CC2)cc1 | -10.9 | 4.6 |
| O=C1CCC(C(=O)N(Cc2ccco2)C2(C(=O)NC3CCCC3)CCCCC2)N1 (centres undefined) | 12.2 | 2.0 |

New compounds follow:
Cn1ccnc1Sc1cnc(SCc2ccc(Cl)cc2)nc1-c1ccc(Cl)cc1
  Pf apPOL block: 6.7&0.2
  mHTT-CaM PPI inh: x

Cc1nc2ccc(N(C)C)cc2s1
  Pf apPOL block: -6.6
  mHTT-CaM PPI inh: 13.1

COc1ccc(Sc2cccs2)cc1
  Pf apPOL block: 0.5
  mHTT-CaM PPI inh: -58.2

Cc1cc(NS(=O)(=O)c2ccc(NC(=O)c3ccc(C(C)(C)C)cc3)cc2)no1
  Pf apPOL block: -10.1
  mHTT-CaM PPI inh: -0.7

COc1ccc(C2/C=C\CN(C(=O)NC34CC5CC(CC(C5)C3)C4)CC(=O)N2Cc2ccc(F)cc2)cc1 (centres undefined)
  Pf apPOL block: -4.4
  mHTT-CaM PPI inh: -6.0

CCn1c(=N)n(CC(=O)c2ccco2)c2ccccc21
  Pf apPOL block: 0.7
  mHTT-CaM PPI inh: -2.7

COc1ccc(C=C2SC3(SC(C(C)=O)=NN3c3ccccc3)N(c3ccccc3)C2=O)cc1 (centres undefined)
  Pf apPOL block: 5.9&0.5
  mHTT-CaM PPI inh: x

Cc1c(-c2ccccc2)c(=O)oc2c3c(ccc12)OCN(C1CCS(=O)(=O)C1)C3 (centres undefined)
  Pf apPOL block: -5.9
  mHTT-CaM PPI inh: -1.1

C=CCc1ccccc1OCC(O)Cn1c(C)nc2ccccc21 (centres undefined)
  Pf apPOL block: -3.0
  mHTT-CaM PPI inh: 24.0

COc1ccc(CNC(=O)C2CC(=O)N(c3cccc(NC(C)=O)c3)C2)cc1OC (centres undefined)
  Pf apPOL block: -3.3
  mHTT-CaM PPI inh: 0.2

CN1CCN(C(=O)NC23CC4CC(CC(C4)C2)C3)CC1
  Pf apPOL block: 1.4&-4.9
  mHTT-CaM PPI inh: 1.6&-5.1

C[C@@H]1COc2cc(Br)ccc2S(=O)(=O)N1Cc1cn(Cc2ccc(F)cc2)nn1
  Pf apPOL block: -1.1
  mHTT-CaM PPI inh: -2.8

Cc1noc(C)c1S(=O)(=O)N1CCC(C(C)C(=O)NCCN2CCCC2)CC1 (centres undefined)
  Pf apPOL block: 1.2
  mHTT-CaM PPI inh: -3.0

O=C(Cc1cccs1)NCc1nnnn1-c1ccc(Cl)cc1
  Pf apPOL block: 1.9
  mHTT-CaM PPI inh: -6.6

C=CCn1c(=O)c2c(ncn2Cc2ccc(C)cc2)n(-c2ccc(F)cc2)c1=O
  Pf apPOL block: -3.0
  mHTT-CaM PPI inh: 2.0

Cc1ccc(-c2n[nH]c3c2CN(C(=O)c2cnccn2)CC3)cc1
  Pf apPOL block: -13.8
  mHTT-CaM PPI inh: 1.4

CC1=C(C(=O)Nc2ccccc2)C(c2cccc(O)c2)n2nc(SCc3ccccc3)nc2N1 (centres undefined)
  Pf apPOL block: -6.4
  mHTT-CaM PPI inh: 12.0

CS(=O)(=O)c1ccccc1C(=O)Nc1ccccc1Oc1ccccc1
  Pf apPOL block: 5.7
  mHTT-CaM PPI inh: -3.9

C=CCNC(=O)c1c[nH]c2ccc(S(=O)(=O)N(C)c3ccccc3OCC)cc2c1=O
  Pf apPOL block: -3.4
  mHTT-CaM PPI inh: 23.0

These rows are one share of the data; rates above refer to the full screens.
